# Screening data deposited in PubChem BioAssay by Johns Hopkins Ion Channel Center.
# RGS4 pot: RGS4 potentiators or activators, primary screen, cell-based, HEK293 M3R inducible RGS4, calcium flux; hit rate 0.92% among 310,000; carbachol calcium flux Fluo4; hits give low values; AID 463111, 2010; B-score at 10 µM;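 active = B-score of the integrated calcium signal more than 4 SD below the library mean, with starting fluorescence not abnormally high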;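 note: negative B-score means reduced calcium response which marks RGS4 activation or potentiation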
#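 Also added: carbachol at ECmax as muscarinic agonist stimulus; Assay system: HEK293 cells with stable M3R and inducible RGS4; Timing: overnight RGS4 induction, 30 min dye load 37 °C, 20 min compound RT; Measured by: Fluo4-AM (2 µM) calcium-flux fluorescence, kinetic read.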
# KCNQ1 block: inhibitors of human KCNQ1 channel, primary screen, cell-based, thallium flux, high-throughput; CHO-K1 KCNQ1, FluxOR thallium flux fluorescence; hits give high values; B-score at 10 µM; hit rate 1.3% among 310,000; AID 2642, 2010;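 active = compounds whose thallium flux B-score, printed positive for inhibition, exceeds three library SD while starting fluorescence stays within three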;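 note: channel opened by potassium depolarization with thallium stimulus after 20 min compound exposure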
# RGS4 block: RGS4 inhibitors, primary screen, cell-based, HEK293 M3R inducible RGS4, calcium flux | hit rate 0.45% among 310,000 | B-score at 10 µM | Regulator of G-protein signaling 4 (Homo sapiens), P49798 | Fluo-4 calcium flux; hits give high values; triggered by carbachol at its EC20 | AID 463165, 2010;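 active = B-score, a plate-corrected calcium signal, over three deviations above library mean, with baseline fluorescence within five deviations of library mean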;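 note: RGS4 expression induced by doxycycline in cells with stable M3 receptor; B-score is computed from the integrated fluorescence ratio over baseline after carbachol; higher B-score means a larger calcium signal and so more RGS4 inhibition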
# Target sequence (P49798 whole entry, looked up): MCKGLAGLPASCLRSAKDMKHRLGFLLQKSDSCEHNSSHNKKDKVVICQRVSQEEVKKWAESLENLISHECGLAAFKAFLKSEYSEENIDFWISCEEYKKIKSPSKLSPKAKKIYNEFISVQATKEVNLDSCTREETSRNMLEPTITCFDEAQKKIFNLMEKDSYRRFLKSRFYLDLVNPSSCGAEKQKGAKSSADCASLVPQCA
# KCNQ1 act: potentiators or activators of KCNQ1 channel, primary screen, cell-based, thallium flux, high-throughput. Potassium voltage-gated channel subfamily KQT member 1 (Homo sapiens), P51787. CHO-K1 KCNQ1, thallium flux FluxOR fluorescence; hits give high values. B-score at 10 µM. hit rate 0.35% among 310,000. AID 2648, 2010;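 active = fluorescence ratio B-score, a plate-corrected score, at least three library SD, with initial intensity B-score within 5 SD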
#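 Assay system: CHO-K1 cells stably expressing KCNQ1. Medium: assay buffer for compound exposure, DMSO matched across wells. Timing: 37 °C overnight plating, 90-min dark dye load, 20-min compound pretreatment. Signal: kinetic FluxOR fluorescence, 10 s baseline plus 110 s post-stimulus.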
# MrgX1 allo act: positive allosteric modulators of MrgX1, primary screen, HEK293 cells, Fluo-4 calcium flux | Mas-related G-protein coupled receptor member X1 (Homo sapiens), Q96LB2 | FDSS; hits give high values | B-score at 10 µM | hit rate 0.63% among 310,000 | AID 588675, 2011;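 active = plate-corrected calcium response at least 3 library SD above typical, normal starting fluorescence, not activating the receptor alone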;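 note: compound read alongside a low EC10 to EC30 dose of BAM8-22 agonist; peak minus trough fluorescence over baseline measured at the second addition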
# MrgX1 ag: agonists of human MrgX1 receptor, primary screen, HEK293 cells, Fluo-4 calcium flux | Fluo-4 calcium fluorescence, agonist mode; hits give high values | AID 588627, 2011 | hit rate 0.44% among 310,000 | B-score at 10 µM | Mas-related G-protein coupled receptor member X1 (Homo sapiens), Q96LB2;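 active = calcium response B-score plate-corrected fluorescence ratio at least 3 library SD, with starting fluorescence B-score inside 5 SD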
#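 Material: MrgX1-expressing HEK293 cells / Dosing: compound as first of three additions / Incubation: overnight seeding, then 1 h dark dye loading / Signal: Fluo-4 NW calcium fluorescence / Evaluation: B-scored fluorescence response ratio / Benchmarks: positive and negative control wells on each plate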
# KCNK9 inh: KCNK9 potassium channel inhibitors, primary screen, HEK293 cells, thallium flux; Potassium channel subfamily K member 9 (Homo sapiens), Q9NPC2; FluxOR thallium flux fluorescence; hits give low values; B-score at 10 µM; hit rate 1.2% among 310,000; AID 488922, 2010;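 active = ratio B-score over 3 SD below the library mean, with starting fluorescence within 5 SD of its mean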;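 note: negative B-score means less thallium flux so channel inhibition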
# Target sequence (Q9NPC2 whole entry, looked up): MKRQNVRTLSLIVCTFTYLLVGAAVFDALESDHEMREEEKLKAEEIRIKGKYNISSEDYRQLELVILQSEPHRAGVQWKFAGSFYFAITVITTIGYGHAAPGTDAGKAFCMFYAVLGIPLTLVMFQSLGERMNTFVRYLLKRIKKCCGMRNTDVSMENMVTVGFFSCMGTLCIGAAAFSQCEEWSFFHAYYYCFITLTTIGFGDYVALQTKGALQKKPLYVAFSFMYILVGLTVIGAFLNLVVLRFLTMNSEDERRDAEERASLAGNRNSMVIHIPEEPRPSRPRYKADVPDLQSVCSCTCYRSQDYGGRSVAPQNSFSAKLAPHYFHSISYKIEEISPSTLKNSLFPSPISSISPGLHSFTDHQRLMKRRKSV
# KCNK3 block: human KCNK3 channel inhibitors, primary screen, CHO cells, FluxOR thallium flux, B-score; FluxOR fluorescence; hits give low values; AID 602410, 2012; Potassium channel subfamily K member 3 (Homo sapiens), O14649; B-score at 10 µM; hit rate 0.84% among 340,000;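 active = B-score under library mean minus 4 SD, starting fluorescence ratio at most library mean plus 5 SD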;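 note: more negative B-score means stronger inhibition of thallium flux through KCNK3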
# Target sequence (O14649 whole entry, looked up): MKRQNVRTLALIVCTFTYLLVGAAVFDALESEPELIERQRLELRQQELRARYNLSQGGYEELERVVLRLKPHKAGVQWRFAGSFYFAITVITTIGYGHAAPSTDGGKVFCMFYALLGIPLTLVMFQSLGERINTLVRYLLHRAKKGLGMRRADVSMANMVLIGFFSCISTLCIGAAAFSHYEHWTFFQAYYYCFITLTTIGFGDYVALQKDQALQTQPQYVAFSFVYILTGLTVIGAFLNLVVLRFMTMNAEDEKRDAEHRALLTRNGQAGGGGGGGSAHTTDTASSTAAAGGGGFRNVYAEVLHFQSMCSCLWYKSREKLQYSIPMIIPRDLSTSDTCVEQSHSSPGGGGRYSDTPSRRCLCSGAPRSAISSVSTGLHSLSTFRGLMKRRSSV
# ANO1 block: TMEM16A chloride channel inhibitors, primary screen, cell-based, HTS | HEK293 TMEM16A/YFP iodide influx fluorescence, ionomycin | normalized B-score (activity score, 25-100; higher = stronger inhibition) at 10 µM | hit rate 1.2% among 310,000;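 active = ratio plate-corrected score three or more library SD toward inhibition, starting fluorescence score within five deviations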;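 note: score derived from kinetic fluorescence span divided by baseline fluorescence per well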
# TMEM16A act: TMEM16A chloride channel activators or potentiators, primary screen, cell-based, HTS; AID 623877, 2012; hit rate 0.3% among 340,000; Anoctamin-1 (Mus musculus), Q8BHY3; B-score at 10 µM; HEK293 TMEM16A/YFP-H148Q/I152L, iodide quench fluorescence; hits give low values;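 active = fluorescence-ratio B-score plate-corrected deviation score at least 3 library SD below zero, with starting fluorescence score within 5 deviations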;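 note: channel opened by trigger with iodide after compound preincubation; score built on the fluorescence ratio of max minus min over baseline; more negative score means more quench and so TMEM16A activation or potentiation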
# hERG protect: hERG rescue from dofetilide block, primary screen, cell-based, CHO-hERG, FluxOR thallium flux, dofetilide IC70. Voltage-gated inwardly rectifying potassium channel KCNH2 (Homo sapiens), Q12809. dofetilide IC70 present. activation (rescue from dofetilide block), less the hit threshold, % at 10 µM. hit rate 0.51% among 310,000. AID 1511, 2009;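 active = activation above the mean of controls blocked by dofetilide plus 5 SD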;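 note: thallium influx through hERG after potassium depolarization seen as dye fluorescence rise; in these data hits start at about 4.7%; inactives centre near -7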
# Starred values were filed as active, the others as inactive; i = inactive; · = not tested or not shown.
No.	SMILES	hERG protect	KCNK3 block	ANO1 block	KCNK9 inh	MrgX1 allo act	TMEM16A act	RGS4 block	MrgX1 ag	KCNQ1 block	KCNQ1 act	RGS4 pot
1	CCOC(=O)C1=C(C)Nc2ccc(C)cc2S1	-6	i	i	i	i	i	i	i	i	i	i
2	O=C(NC(=S)NCCCN1CCOCC1)c1ccc(Br)cc1	3	i	i	i	i	i	i	i	i	i	i
3	C=CCn1c(SCC(=O)N2CCN(C(=O)c3ccco3)CC2)nc2sc(CC)cc2c1=O	-16	-11*	i	i	i	i	i	i	i	i	i
4	COc1ccc(OC)c(S(=O)(=O)Nc2cccc(-c3ccc(N4CCCCCC4)nn3)c2)c1	-6	i	i	i	i	i	i	i	i	i	i
5	Cc1c(C(=O)NC2CCN(Cc3ccccc3)C2)oc2c(Cl)cccc12 (centres undefined)	-14	i	i	i	i	i	i	i	i	i	i
6	Cc1ccc(C(=O)O/N=C(\N)c2ccccn2)cc1	-6	i	i	i	i	i	i	i	i	i	i
7	Cc1cccc(OCC(=O)NNC(=O)CCc2ccccc2)c1	-8	i	·	i	·	i	i	·	i	i	i
8	Cc1c(NC(=O)c2cc(-c3ccc(O)cc3)on2)c(=O)n(-c2ccccc2)n1C	-8	i	i	i	i	i	i	i	i	i	i
9	Cc1oc2c(c1C(=O)c1ccccc1)C(=O)C(=O)c1ccccc1-2	-1	i	i	i	i	i	i	i	i	i	i
10	O=S(=O)(NCCC1=CCCCC1)c1cccc(S(=O)(=O)N2CCOCC2)c1	-6	i	i	i	i	i	i	i	i	i	i
11	COc1ccc(CNC(=O)C2CSCCS2)cc1 (centres undefined)	-13	i	i	i	i	i	i	i	i	i	i
12	O=C(Nc1ccccc1-c1nnc(SCc2ccccc2Cl)o1)c1ccccc1	-8	i	i	i	i	i	i	i	i	i	i
13	CCc1ccccc1NC(=O)NC(C)c1ccc2c(c1)OCO2 (centres undefined)	3	i	i	i	i	i	i	i	i	i	i
14	CCCCn1c(N)c(N(CCC(C)C)C(=O)C2CC(=O)N(c3cccc(SC)c3)C2)c(=O)[nH]c1=O (centres undefined)	-14	i	i	i	i	i	i	i	i	i	i
15	CCCCC(=O)Nc1ccc(NC(=S)NC(=O)c2ccco2)cc1OC	-4	i	i	i	i	i	i	i	i	i	i
16	O=C(NCc1nnc(SCC(=O)N2CCOCC2)o1)c1cccs1	-8	i	i	i	i	i	i	i	i	i	i
17	CCCc1ccc(Oc2c(-c3ccc(O)c(C)c3O)n[nH]c2C)cc1	-17	i	100*	i	i	i	i	i	i	i	i
18	CCCOc1ccc(OCCN2CCCC(C)C2)cc1 (centres undefined)	1	i	i	i	i	i	i	i	i	i	-9.8*
19	CCOC(=O)c1ccc(N=Nc2c(C)c(C#N)c(O)[nH]c2=O)cc1	-8	i	i	i	i	i	i	i	i	i	i
20	COc1ccc2[nH]c(C(=O)O)c(NS(=O)(=O)c3ccc(C)cc3C)c2c1	-7	i	i	i	i	i	i	i	i	i	i
21	COC1C(C)=C(C)C(=O)N1Cc1ccccc1 (centres undefined)	1	i	i	i	i	i	i	i	i	i	i
22	O=C(NCc1ccncc1)C1CCCCC1	-13	i	i	i	i	i	i	i	i	i	i
23	COc1ccc(CC(=O)OCc2nnc(C3COc4ccccc4O3)o2)cc1OC (centres undefined)	-16	i	i	i	i	i	i	i	i	i	i
24	Cc1ccc2c(CC(=O)NCC(C)(C)N3CCOCC3)coc2c1	-9	i	i	i	i	i	i	i	i	i	i
25	CCCn1c(Nc2ccccc2C)nc2ccccc21	-20	i	i	i	i	i	i	i	i	i	i
26	Cc1ccc(S(=O)(=O)N2CCCN(c3nccc(C(F)(F)F)n3)CC2)cc1	-8	i	i	i	i	i	i	i	i	i	i
27	Cc1ccccc1N1C(=O)CN(Cc2sccc2C)C1=S	-10	i	i	i	i	i	i	i	i	i	i
28	CCCCNC(=O)N1CCC(CCC(=O)N(C)Cc2ccccc2)CC1	-1	i	i	i	i	i	i	i	i	i	i
29	CC1=C(C(=O)OC(C)C)C(c2cccnc2)C2=C(CCCC2=O)N1 (centres undefined)	-4	i	i	i	i	i	i	i	i	i	i
30	Cc1cc(Cl)ccc1OCC(=O)NCCOC(=O)Nc1sc(=S)n(C)c1C	-6	i	i	i	i	i	i	i	i	i	i
31	Cc1cc(S(=O)(=O)Nc2c(C)ccc3nsnc23)ccc1F	-8	i	i	i	i	i	i	i	i	i	i
32	C/C(=N\NC(=O)c1ccc2c(c1)OCO2)c1ccco1	-2	i	i	i	i	i	i	i	i	i	i
33	COCCNCc1ccccc1[N+](=O)[O-]	·	i	i	·	i	i	·	i	·	·	·
34	COc1cc2sc3ccc(-c4ccc5[nH]ccc5c4)cc3c(=O)c2cc1OC	-17	i	i	i	i	i	i	i	i	i	i
35	CC(C)(C)c1ccc(OC(=O)c2ccc3snnc3c2)cc1	-12	i	i	i	i	i	i	i	i	i	i
36	O=C(COC(=O)c1ccccc1[N+](=O)[O-])c1ccc2c(c1)OCO2	-14	i	i	i	i	i	i	i	i	i	i
37	CCCCC#Cc1cncc(C(=O)N/N=C/c2cccc(OC)c2)c1	-16	i	i	i	i	i	i	i	i	i	i
38	Cc1cccc(NC(=S)N2CCN(S(=O)(=O)c3ccccc3)CC2)c1	-10	i	i	i	i	i	i	i	i	i	i
39	Cc1ccc(Cn2c(N/N=C/c3ccncc3)nc3c2c(=O)n(C)c(=O)n3C)cc1	-3	i	i	i	i	i	i	i	i	i	i
40	Cc1onc(-c2ccccc2)c1C(=O)NNC(=S)NC(=O)c1ccc(Cl)cc1Cl	-4	i	100*	i	i	i	i	180*	i	20*	i
41	Nc1ccccc1C(=O)N1CCc2ccccc21	-8	i	i	i	i	i	i	i	i	i	i
42	CCCNc1c(NC(=O)COc2ccc(Cl)cc2)c(=O)oc2ccccc12	-3	i	i	i	i	i	i	i	i	i	i
43	COc1ccc(OC)c(NC(=O)CCN2CCC(C)CC2)c1	-1	i	i	i	i	i	i	i	i	i	i
44	CC(C)CCNC(=O)CCSCCC(=O)NCCC(C)C	-8	i	i	i	i	i	i	i	i	i	i
45	Cc1cccc(C)c1NC(=S)N(Cc1cccnc1)Cc1ccccc1Cl	-22	i	i	i	10*	i	i	i	i	i	i
46	COc1ccc(CCC(C)NCc2ccc(C(F)(F)F)cc2)cc1 (centres undefined)	-2	i	i	i	i	i	i	i	i	i	i
47	Cc1cc(C2=NNC(=NCCc3ccccc3)SC2)c(C)n1-c1c(C)n(C)n(-c2ccccc2)c1=O	-11	i	i	i	i	i	i	i	i	i	i
48	COc1ccc(-c2nnn(CC(=O)c3ccccc3)n2)cc1OC	-3	i	i	i	i	i	i	i	i	i	i
49	CCCNC(=O)COC(=O)/C(C#N)=C/c1cc(C)n(CCC)c1C	4	i	i	i	i	i	i	i	i	i	i
50	COc1cc(CCCN2C(N)=NC[C@@H]2Cc2ccc(O)cc2)cc(OC)c1OC	-9	i	i	i	i	i	i	i	i	i	i
51	CSc1ccccc1C(=O)Nc1cccc(C(C)O)c1 (centres undefined)	-7	i	i	i	i	i	i	i	i	i	i
52	CCOC(=O)C(=O)N=Nc1c(O)n(C)c2ccccc12	-7	i	i	i	i	i	i	i	i	i	i
53	O=C(c1ccc(Cl)c([N+](=O)[O-])c1)N(Cc1ccco1)C1CCS(=O)(=O)C1 (centres undefined)	-8	i	i	i	i	i	i	i	i	i	i
54	O=C(O)c1ccccc1-c1ccccc1C(=O)Nc1ccc(-c2nc3cc(Cl)ccc3o2)cc1	-17	i	i	i	i	i	i	i	i	i	i
55	CCOC(CNC(=O)c1ccc2nc(N3CCC(C)CC3)sc2c1)OCC	-12	i	i	i	i	i	i	i	i	i	i
56	CCOCCCNC(=O)Cc1ccc(F)cc1	-7	·	i	i	i	·	i	i	i	i	i
57	CSCC[C@H](N)C(=O)N1CCC(C(=O)N[C@H](C)C(=O)Nc2ccc(C(C)C)cc2)CC1	-5	i	i	i	i	·	i	i	i	i	i
58	COc1ccc(C(=O)c2c[nH]c(C(=O)NCC3CCCO3)c2)cc1 (centres undefined)	-11	i	i	i	i	i	i	i	i	i	i
59	CCOC(=O)CN1C(=O)C(=O)N(Cc2c(C)cc(C)cc2C)C1=O	-7	i	i	i	i	i	i	i	i	i	i
60	CCOC(=O)N1CCN(C(=O)Cn2nc(C)n3nc(-c4ccc(OC)cc4)cc3c2=O)CC1	-7	i	i	i	i	i	i	i	i	i	i

# (more compounds)
No.	SMILES	hERG protect	KCNK3 block	ANO1 block	KCNK9 inh	MrgX1 allo act	TMEM16A act	RGS4 block	MrgX1 ag	KCNQ1 block	KCNQ1 act	RGS4 pot
61	O=C(CCNC(=O)c1ccc(Br)cc1)Nc1ccccc1N1CCCC1	-13	i	i	i	i	i	i	i	i	i	i
62	CCn1c(SCc2cc(=O)n3ccsc3n2)nc2ccccc21	-1	i	i	i	i	i	i	i	i	i	i
63	COc1ccccc1CNC(=O)c1ccc(NC2=NC3CS(=O)(=O)CC3S2)cc1 (centres undefined)	-5	i	i	i	i	i	i	i	i	i	i
64	CC(C)c1nnc(NC(=O)COc2ccc3c(c2)OCO3)s1	-4	i	i	i	i	i	i	i	i	i	i
65	CCOC(=O)N1CCN(Cc2ccc(OCC(O)CN3CCCCC3)cc2)CC1 (centres undefined)	-7	i	i	i	i	i	i	i	i	i	i
